Bioassay records deposited in PubChem BioAssay by Johns Hopkins Ion Channel Center.
CHT inh = inhibitors of human choline transporter CHT | CHT-expressing cells, membrane potential dye, choline response; stronger effect = lower value | B-score at 10 µM | 0.86% of 310,000 active;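 active = B-score over 3 SD under the library average, and starting fluorescence ratio not unusually high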;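 also: choline stimulus applied at its EC90 after an EC20 pre-addition; B-score computed on integrated fluorescence ratio after choline addition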
Target sequence (Q9GZV3 whole entry, looked up): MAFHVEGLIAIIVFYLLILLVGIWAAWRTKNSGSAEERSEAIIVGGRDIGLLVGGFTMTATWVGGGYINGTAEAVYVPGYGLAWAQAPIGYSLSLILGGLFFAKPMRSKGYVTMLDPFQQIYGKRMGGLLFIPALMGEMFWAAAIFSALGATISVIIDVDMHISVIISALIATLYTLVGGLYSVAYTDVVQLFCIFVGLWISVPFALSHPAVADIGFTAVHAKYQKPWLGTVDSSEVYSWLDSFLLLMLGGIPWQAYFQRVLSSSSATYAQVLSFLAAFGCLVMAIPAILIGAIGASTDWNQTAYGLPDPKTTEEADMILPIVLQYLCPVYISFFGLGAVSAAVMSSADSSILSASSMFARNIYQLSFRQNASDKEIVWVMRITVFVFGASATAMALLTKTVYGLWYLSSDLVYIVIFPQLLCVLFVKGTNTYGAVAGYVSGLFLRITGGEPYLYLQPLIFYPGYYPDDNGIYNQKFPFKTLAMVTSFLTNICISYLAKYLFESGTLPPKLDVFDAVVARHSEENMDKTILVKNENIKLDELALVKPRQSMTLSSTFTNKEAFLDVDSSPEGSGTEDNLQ
CHT allo act = CHT positive allosteric modulators, primary screen, cell-based, membrane potential dye, choline EC20; B-score at 10 µM; High affinity choline transporter 1 (Homo sapiens), Q9GZV3; 0.49% of 310,000 active; CHT-expressing cells; stronger effect = higher value; LV-AA mutant CHT in HEK293 cells;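 active = initial fluorescence not abnormally high and integrated response B-score, plate-corrected, over 3 SD above library mean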
* hit, by the source's call; i = inactive.

mol,CHT allo act,CHT inh
Cc1c(CNCc2cccs2)c(C(=O)O)c(C)n1Cc1ccccc1,i,i
CCN1CCC2(CC1)N=C(c1ccc(F)cc1)C(=S)N2,i,i
CC(OC(=O)c1ncc(Cl)c(Cl)c1Cl)C(=O)NC1CCCCC1C (stereo unspecified),i,i
COc1cc(C)c(Cl)c(C)c1S(=O)(=O)NC1CC(C)(C)NC(C)(C)C1,i,i
c1ccc(CCC2CCCCN2Cc2nc(-c3ccc4c(c3)OCO4)no2)nc1 (stereo unspecified),i,i
O=C(OC(C(=O)Nc1ccc(Cl)cc1C(F)(F)F)c1ccccc1)C1=COCCO1 (stereo unspecified),i,i
Nc1nc(-c2ccc(Cl)cc2)nn1C(=O)c1cccnc1,i,i
O=C(CSCCO)Nc1cccc([N+](=O)[O-])c1,i,i
OC(CN1CCN(c2cccc(Cl)c2)CC1)C(c1ccccc1)c1ccccc1 (stereo unspecified),i,i
O=C(Nc1ccc(OCc2ccccc2)cc1)c1cccs1,i,i
CC1(C)CC(=O)C(C=NCCN2CCN(C3CC(=O)N(c4cccc(Br)c4)C3=O)CC2)=C(O)C1 (stereo unspecified),i,i
O=C(CSc1nnnn1-c1ccc2c(c1)OCCO2)OC1CCCCC1,i,i
Cc1ccc(C(=O)N2CCN(C34CC5CC(CC(C5)C3)C4)CC2)o1,i,i
COc1cccc(CCNC(=O)c2ccc(C#N)cc2)c1,i,i
CC1CCCCN1S(=O)(=O)c1cccc(S(=O)(=O)N2CCOCC2)c1 (stereo unspecified),i,i
CCc1nnc(NS(=O)(=O)c2ccc(NCc3cc(Cl)ccc3O)cc2)s1,i,i
Cn1c(=O)c(-c2ccccc2)c(O)c2ccccc21,i,i
Cc1ccc(Oc2ccc(S(=O)(=O)N3CCOCC3)cc2C(N)=O)c(-n2nc3ccccc3n2)c1,i,i
COc1ccccc1-n1cnc2cc(NS(=O)(=O)c3ccccc3)ccc21,i,i
Fc1cccc(CSc2nc3ncc(Cl)cc3[nH]2)c1,i,i
CC(C)=CCSc1nnc([C@@H](NC(=O)OC(C)(C)C)C(C)C)o1,i,i
O=C(Cn1cnc2c(nnn2Cc2ccc(Cl)cc2)c1=O)OCc1ccccc1,i,i
CSc1nc(SCC(N)=O)c2c3c(sc2n1)CN(C)CC3,6.3*,i
CC1CCN(C(=O)CN(Cc2ccccc2)S(C)(=O)=O)CC1,i,i
CC(C)CC(NC(N)=O)C(=O)NCCc1ccc(Cl)cc1Cl (stereo unspecified),i,i
CC1CCCN(CC(O)COc2ccc3c(c2)OCO3)C1 (stereo unspecified),i,i
Cc1cccn2c(=O)c3cc(C(=O)NCCCOC(C)C)sc3nc12,i,i
COc1cccc(C2=CC(=O)CC(c3ccco3)C2)c1 (stereo unspecified),i,i
CC(O)CNCCCCOc1ccc(OCc2ccccc2)cc1 (stereo unspecified),i,i
CCOC(=O)c1nnn(CC(=O)NC(=O)Nc2cccc(CC)c2)c1C(=O)OCC,i,i
C(=C1/CCCC2=C1Nc1ncnn1C2c1ccccc1)/c1ccccc1 (stereo unspecified),i,i
CC(C)CN(C(=O)CN1CCc2ccccc21)c1c(N)n(CC(C)C)c(=O)[nH]c1=O,i,i
CCOC(=O)N1CCN(C(=O)CSc2ncccn2)CC1,i,i
CCc1ccc(C2=Nn3c(nnc3-c3cccs3)SC2)cc1,i,i
CCc1cccc(OCC(=O)Nc2ccc(C(=O)O)cc2NC(=O)COc2cccc(CC)c2)c1,i,i
CCn1nc(C(=O)OCC(=O)Nc2nc(-c3ccc(OC)cc3)cs2)c2ccccc2c1=O,i,i
O=C(COc1cccc2ccccc12)N/N=C/c1ccc(Sc2nc3ccccc3s2)o1,i,i
COc1ccc(CCNC(=O)C(=O)NCc2ccc(C(C)C)cc2)cc1OC,i,i
O=C(c1c(Cl)cccc1Cl)N1CCN(c2ccccn2)CC1,i,i
COCCNC(=O)/C(C#N)=C/C=C/c1ccccc1[N+](=O)[O-],i,i
Clc1ccc2c(c1)C1OCCC1C(c1ccco1)N2 (stereo unspecified),i,i
O=C(CCN1CCN(Cc2ccccc2)CC1)Nc1cccc(Cl)c1,i,i
O=C(c1cccc(F)c1)N1CCN(C(=O)c2nn3cccnc3c2Cl)CC1,i,i
CC1CCCCN1c1nnc(NC(=O)Cn2c(=O)oc3ccccc32)s1 (stereo unspecified),i,i
C[C@@H]1CC=C[C@H]2[C@H]1C(=O)N(Cc1ccccc1)[C@H]2c1cccc([N+](=O)[O-])c1,6.3*,i
CCc1nn(C(C)C(=O)N2CC(C)CC(C)C2)c(=O)c2cc3occc3n12 (stereo unspecified),i,i
O=C(NCc1ccc(F)cc1)C1CCN(S(=O)(=O)N2CCCCC2)CC1,i,i
O=C(Oc1ccc(N(Cc2cccs2)C2=NS(=O)(=O)c3ccccc32)cc1)c1ccc(Cl)cc1,i,i

Among those listed so far, these contain two or more sulfur atoms:
mol,CHT allo act,CHT inh
CC1CCCCN1S(=O)(=O)c1cccc(S(=O)(=O)N2CCOCC2)c1 (stereo unspecified),i,i
CCc1nnc(NS(=O)(=O)c2ccc(NCc3cc(Cl)ccc3O)cc2)s1,i,i
CSc1nc(SCC(N)=O)c2c3c(sc2n1)CN(C)CC3,6.3*,i
CCc1ccc(C2=Nn3c(nnc3-c3cccs3)SC2)cc1,i,i
O=C(COc1cccc2ccccc12)N/N=C/c1ccc(Sc2nc3ccccc3s2)o1,i,i
O=C(Oc1ccc(N(Cc2cccs2)C2=NS(=O)(=O)c3ccccc32)cc1)c1ccc(Cl)cc1,i,i

Other records follow.
mol,CHT allo act,CHT inh
C#CCOCCOCCOCCNc1nc(N2CCN(C(=O)[C@H](CCCCN)n3cc(CC(C)O)nn3)CC2)nc(N2CCN(C(=O)[C@H](CCCCN)n3cc(CC(C)O)nn3)CC2)n1 (stereo partly specified),i,i
CS(=O)(=O)Nc1cccc(S(=O)(=O)N2CCN(C(=O)c3ccccc3)CC2)c1,i,i
CCc1sc(C(=O)N2CCc3ccccc32)cc1C,i,i
CCOc1ccc(N2CC(C(=O)Nc3ccc(S(=O)(=O)Nc4nccs4)cc3)CC2=O)cc1 (stereo unspecified),i,i
Cc1[nH]nc2c1C(Cc1ccccc1)C(C#N)=C(N)O2 (stereo unspecified),i,i
Cc1[nH]c(C)c(S(=O)(=O)N2CCN(c3cccc(Cl)c3)CC2)c1C(=O)N1CCCCC1,i,i
O=C(CNC(=O)c1ccccc1F)Nc1ccccc1C(F)(F)F,i,i
CSc1nsc(SCC(=O)N2CCCc3ccccc32)n1,i,i
COc1ccc(C(=O)OCC(=O)NCc2ccco2)cc1S(=O)(=O)N1CCN(c2cccc(Cl)c2)CC1,i,i
CC(=O)Nc1sc(C)c(C)c1C(=O)OCC(=O)N(CC(C)C)C1CCS(=O)(=O)C1 (stereo unspecified),i,i
Clc1ccc(-c2nnc(Sc3nc4ccccc4o3)c3ccccc23)cc1,i,i
O=C1/C(=C/c2ccccn2)COc2ccccc21,i,i
O=C(CCSCc1ccccc1Cl)NCc1cccs1,i,i
Cn1c(=O)oc2cc(S(=O)(=O)N3CCC(C(=O)N4CCN(c5ccccc5)CC4)CC3)ccc21,i,i
O=C1CN(CC(=O)N2CCOCC2)c2ccccc2O1,i,i
Cc1cccc(NC(=O)Nc2ccc(OCc3ccccc3)cc2)n1,i,i

Compound profiles, from the list above. Screens in order: CHT allo act, CHT inh
`CC(C)CC(NC(N)=O)C(=O)NCCc1ccc(Cl)cc1Cl` (stereo unspecified) in the list: i, i
`O=C(Cn1cnc2c(nnn2Cc2ccc(Cl)cc2)c1=O)OCc1ccccc1` in the list: i, i
`CS(=O)(=O)Nc1cccc(S(=O)(=O)N2CCN(C(=O)c3ccccc3)CC2)c1` in the list: i, i

The results go on:
mol,CHT allo act,CHT inh
O=C(Cc1ccc([N+](=O)[O-])cc1)Nc1ccc2c(c1)CCC2,i,i
COc1ccccc1CNC(=O)[C@H](CCSC)NC(=O)[C@@H]1Cc2ccccc2CN1,i,i
Brc1ccc(-c2cn3nc4c(nc3n2)CCCC4)cc1,i,i
O=C(NNC(=O)c1ccccc1[N+](=O)[O-])c1ccccn1,i,i
CCN(CC)c1ccc(/C=C/c2ccc3ccc(OC)cc3[n+]2CC)cc1,i,i
O=C(CNS(=O)(=O)c1cccs1)NCCc1ccc(Cl)cc1,i,i
COc1ccc(C2N(Cc3ccccc3)CCN2Cc2ccccc2)cc1[N+](=O)[O-],i,i
Cn1nc(C(=O)OCC(=O)Nc2sccc2C(N)=O)c2ccccc2c1=O,i,i
Cc1ccc(NC(=O)N2CCCCC2)cc1NC(=O)N1CCCCC1,i,i
O=C(Nc1ccc2oc(-c3ccccc3)nc2c1)C1CCCO1 (stereo unspecified),i,i
Nc1nnnn1/N=C/c1ccc(Cl)cc1,i,i
COc1ccccc1CN1C(=O)[C@H]2Cc3c([nH]c4ccccc34)C(C)(C)N2C1=O,i,i
O=C1C2C(c3ccccc3)CC=CC2[C@H](c2cccc([N+](=O)[O-])c2)N1Cc1ccccc1 (stereo partly specified),i,i
O=C(O)/C=C/C(=O)N1Cc2cc3ccccc3nc2C1,i,i
O=C(CN(c1ccccc1)S(=O)(=O)c1ccccc1[N+](=O)[O-])N1CCCC1,i,i
CCOC(=O)C1CCCCN1S(=O)(=O)c1cc2c(cc1C)NC(=O)CO2 (stereo unspecified),i,i
Cc1ccc(CNC(=O)C2=NNC(=O)CC2)cc1,i,i
CCCOC(=O)c1ccc(NC(=O)Cc2cccs2)cc1,i,i
CCOC(=O)C1CCN(CC(C)(C)NS(=O)(=O)c2ccccc2)CC1,i,i
C=CCc1ccc(OCCCNCc2ccccc2)c(OC)c1,i,i
CCOCCCn1c(SCC(=O)Nc2ccc(C(N)=O)cc2)nc2ccccc2c1=O,i,i
O=C(NC1CC1)c1ccc(Cl)c(S(=O)(=O)N2CCOCC2)c1,i,i
O=[N+]([O-])c1cc(Br)c(Nc2ccccc2)c([N+](=O)[O-])c1,i,i
C=CCn1cc(CN2CCC(C(=O)Nc3ccc(Oc4cccnc4)cc3)CC2)c(C)n1,i,i
CN1Cc2sc(NC(=S)NC(=O)c3ccccc3)c(C#N)c2CC1(C)C,i,i
CCn1c(SCC(=O)Nc2ccc3c(c2)OCCO3)nnc1C1CC1,i,i
COc1ccc(C(=O)Nc2cccc(-c3cc4ccccc4oc3=O)c2)cc1[N+](=O)[O-],i,i
C=CCNC(=S)NNC(=O)c1csc(CC)c1,i,i
COc1ccc(/C=N/Nc2nc(N3CCCC3)nc(N3CCCC3)n2)cc1O,i,i
Cc1nnc(SCc2ccc(F)cc2)n1NC/C=C/c1ccccc1,i,-7.1*
CC(=O)c1ccc(NC(=O)CSc2nc(N3CCOCC3)nc(N3CCOCC3)n2)cc1,i,i
O=C(NCCN1C(=O)C2C3C=CC(C3)C2C1=O)Nc1ccccc1O (stereo unspecified),i,i
CC(=O)Nc1ccc(-c2csc(NC(=O)Cc3ccccc3F)n2)cc1,i,i
CCOC(=O)C(CSCC(=O)c1ccc(Cl)cc1Cl)NC(=O)OC(C)(C)C (stereo unspecified),i,i
O=C(NC(=O)N1CCN(c2ccccc2)CC1)c1ccc(Cl)cc1,i,i
Cc1ccccc1-n1c([C@@H]2C[C@H]2c2ccccc2)n[nH]c1=S,i,i
CCc1nnc(NC(=O)C2CCCCN2S(=O)(=O)c2ccccc2)s1 (stereo unspecified),i,i
N/C(=N\OC(=O)COc1ccc(Br)cc1)c1cccnc1,i,i
CCC1CCCCN1CCCCOc1cccc(Cl)c1 (stereo unspecified),i,i
Cc1cc2c3nonc3ccc2n1C,i,i
c1ccc(NC(c2ccccc2)c2ccncc2)cc1 (stereo unspecified),i,i
Cc1ccc(C(C(=O)NC2CCCC2)N2CCc3ccccc32)cc1 (stereo unspecified),i,i
CCn1c(O)c(C2=NCCCC2)c2ccccc21,i,i
CCCc1[nH]n(-c2nc3ccccc3s2)c(=O)c1C=NCC(C)C,i,i
CCC1(CC)Nc2ccccc2C(=O)N1c1ccc(OC)cc1,i,i
NS(=O)(=O)c1ccc2nc(NC(=O)Nc3ccc(F)cc3)sc2c1,i,i
COc1ccc2cc(C(=O)OC(C)C)sc(=O)c2c1OC,i,i
COc1cc2c(cc1Cl)/C(=C\CCN(C)C)c1ccccc1S2,i,i
CN1CCCN(S(=O)(=O)c2ccc(O)c(C(=O)O)c2)CC1,i,i
COc1cc(-c2nnc(SCC(=O)OC3CCCCC3)o2)cc(OC)c1OC,i,i
O=c1cc(-c2ccccc2)c2cc(Cl)ccc2[nH]1,i,i
CCC(C(=O)NCc1ccc(C)o1)n1nc(C)c2c(C)n(-c3ccccc3)nc2c1=O (stereo unspecified),i,i
COc1ccc(CNC(=O)c2c([S-])n(-c3ccc(C)cc3)c3cccc[n+]23)cc1,i,i
Cc1onc(-c2c(F)cccc2Cl)c1C(=O)NC(C)c1ccccc1 (stereo unspecified),i,i
N#Cc1c(NC(=O)CSc2ncccn2)oc(-c2ccccc2)c1-c1ccccc1,i,i
C[C@]12C=CC(=O)C=C1CC[C@@H]1[C@@H]2C(=O)C[C@@]2(C)[C@H]1CC[C@]2(O)C(=O)CO,i,i
CCOC(=O)C1=C(C)NC2=C(C(=O)CCC2)C1c1cc(OC)ccc1OC (stereo unspecified),i,i
CC(=O)COc1ccc2c(-c3cccc([N+](=O)[O-])c3)cc(=O)oc2c1,i,i

An unsorted share of the library (roughly 1.5% active in at least one column).
